V1R ag counter – counter-screen for oxytocin receptor agonists: human V1a receptor agonists | P37288 | CHO-V1R cells, Fluo-8 calcium fluorescence, agonist mode; 0% DMSO, 100% 3 nM vasopressin | activation, % at 3 µM | 0.25% of 320,000 active | AID 2797;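 active means activation above the mean activation of all tested compounds plus 3 SD, per screening run, cut at about 20% in these data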;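 further: signal is peak over basal fluorescence ratio across a 100 second FLIPR read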
GPR7 antag – antagonists of human GPR7 (neuropeptides B/W receptor 1); GPR7-expressing cells, fluorescence antagonist assay; inhibition, % at 4.4 µM; 1.1% of 290,000 active; AID 1861; in the data active means inhibition above about 16%, passing the limit was not always enough;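 further: cells stimulated with the agonist NPW; 0% = agonist with vehicle and 100% = vehicle without agonist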
Target sequence (P48145 whole entry, looked up): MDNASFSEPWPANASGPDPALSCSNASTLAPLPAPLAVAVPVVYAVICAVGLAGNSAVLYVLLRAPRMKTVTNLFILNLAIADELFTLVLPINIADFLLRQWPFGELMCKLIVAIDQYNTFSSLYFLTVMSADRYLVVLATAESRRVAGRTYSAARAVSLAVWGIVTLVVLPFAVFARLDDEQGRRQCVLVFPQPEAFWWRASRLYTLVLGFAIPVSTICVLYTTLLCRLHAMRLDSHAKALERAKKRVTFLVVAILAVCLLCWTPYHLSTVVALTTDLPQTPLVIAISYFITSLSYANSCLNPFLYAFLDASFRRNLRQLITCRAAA
NS3 helicase inh – blocks Hepatitis C virus NS3 helicase unwinding; NS3 helicase DNA unwinding, Cy5 molecular beacon fluorescence; inhibition, % at 10.9 µM; 0.56% of 290,000 active; AID 1800;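 active means inhibition above the mean of all tested compounds plus 3 SD, set per campaign, cut at about 35% in these data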;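 further: 0% = DMSO wells and 100% = thioflavine S control wells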
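Measured by: Cy5 fluorescence, 0 and 60 min reads / Assay system: NS3 helicase fragment of HCV / Control set: low DMSO, high thioflavine S at 110 µM / Times: 1 h reaction at 25 °C, ATP-initiated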
GalR3 antagonist – human GalR3 antagonism. O60755. HEK293 GalR3-CNG cAMP membrane potential fluorescence; galR3 body fused to GalR1 C-terminus. inhibition, % at 3 µM. 0.44% of 360,000 active. AID 651719;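 active means inhibition above the screen-wide average plus 3 SD, cut at about 13% in these data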;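 further: forskolin and galanin both at EC90 stimulate the cells; cAMP rise reported by CNG channel membrane potential dye signal; 0% = forskolin plus galanin with DMSO and 100% = forskolin alone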
Target sequence (O60755 1-299 limits assumed): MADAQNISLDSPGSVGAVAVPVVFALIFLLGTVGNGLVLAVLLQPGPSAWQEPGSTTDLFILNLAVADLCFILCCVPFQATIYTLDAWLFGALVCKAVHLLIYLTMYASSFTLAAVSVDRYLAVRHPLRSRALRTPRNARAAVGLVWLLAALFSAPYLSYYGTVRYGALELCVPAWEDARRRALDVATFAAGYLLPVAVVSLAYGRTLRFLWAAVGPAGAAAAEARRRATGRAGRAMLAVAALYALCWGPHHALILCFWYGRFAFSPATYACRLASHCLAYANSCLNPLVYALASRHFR
OXTR ag – activates the human oxytocin receptor; P30559; CHO-OTR cells, Fluo-8 calcium fluorescence; normalized: DMSO 0%, oxytocin 100%; activation, % at 3 µM; 0.32% of 320,000 active; AID 2435;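 active means activation above the mean of all tested compounds plus 3 SD, cutoff set per screening run, cut at about 20% in these data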;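 further: peak over basal fluorescence ratio from a 100 s FLIPR kinetic read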
Target sequence (P30559 whole entry, looked up): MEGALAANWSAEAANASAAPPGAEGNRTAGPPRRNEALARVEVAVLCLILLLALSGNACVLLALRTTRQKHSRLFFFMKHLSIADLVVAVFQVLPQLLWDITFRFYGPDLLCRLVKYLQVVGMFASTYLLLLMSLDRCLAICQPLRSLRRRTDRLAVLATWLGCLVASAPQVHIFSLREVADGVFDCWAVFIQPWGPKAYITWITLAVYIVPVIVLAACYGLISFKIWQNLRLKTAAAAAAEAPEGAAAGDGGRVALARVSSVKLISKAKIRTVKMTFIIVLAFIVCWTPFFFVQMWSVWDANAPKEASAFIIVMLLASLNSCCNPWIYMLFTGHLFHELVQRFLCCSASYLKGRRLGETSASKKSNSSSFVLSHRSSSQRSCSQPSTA
IMP-1 inhibitor – inhibitors of Pseudomonas aeruginosa IMP-1 metallo-beta-lactamase. 0.45% of 290,000 active. inhibition, % at 5.6 µM. purified IMP-1, nitrocefin hydrolysis, epi-absorbance fluorescence;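 active means inhibition above the mean plus 3 SD of all compounds in the same screening run, cut at about 4.5% in these data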;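 further: 0% = IMP-1 with DMSO and 100% = DMSO wells lacking enzyme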
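system = purified recombinant IMP-1 beta-lactamase | amount = 0.2 nM IMP-1, as dispensed | medium = HEPES buffer pH 7.1 with ZnSO4 and Brij 35 | times = 25 °C, 15 min preincubation, 25 min reaction | detection = plate fluorescence quenching by hydrolysis product, ex 480/em 530 nm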
VIM-2 inhibitor – blocks Pseudomonas aeruginosa VIM-2 metallo-beta-lactamase; purified VIM-2, nitrocefin hydrolysis, epi-absorbance fluorescence; 0.89% of 290,000 active; inhibition, % at 5.6 µM;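 active means inhibition above the mean of all tested compounds plus 3 SD, cutoff set per screening run, cut at about 7.5% in these data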;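 further: red hydrolysis product quenches plate fluorescence so inhibitors raise well fluorescence; 0% = enzyme with DMSO and 100% = DMSO without enzyme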
PHOSPHO1 block – blocks human PHOSPHO1 phosphatase activity | recombinant PHOSPHO1, absorbance phosphatase assay | inhibition, % at 13.3 µM | Q8TCT1 | 1.1% of 290,000 active; in the data active means inhibition above about 60%
DNA FID counter – counter-screen for HCV NS3 helicase inhibitors: DNA intercalator displacement. DNA fluorescent intercalator displacement, fluorescence. inhibition, % at 7.9 µM. 0.17% of 290,000 active. AID 1845; in the data active means inhibition above about 37%;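 further: 0% = vehicle and 100% = reference compound; higher means more ethidium bromide displaced from hairpin DNA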
An asterisk follows results filed as active; / = not tested or not shown. No enrichment for hits; about 4.3% have a hit in one of these screens.

SMILES	V1R ag counter	GPR7 antag	NS3 helicase inh	GalR3 antagonist	OXTR ag	IMP-1 inhibitor	VIM-2 inhibitor	PHOSPHO1 block	DNA FID counter
Cc1ccc(C(=O)NCC(=O)N/N=C/c2cccs2)cc1[N+](=O)[O-]	0.5	-4	9	-3	0.1	-0.8	-2.0	27	18
O=S(=O)(c1ccc(Oc2ccc(Br)cc2)cc1)N1CCOCC1	5.0	4	5	-6	3.9	1.9	-3.3	49	-14
Cc1cc(C)nc(NC(=O)c2ccccc2O)n1	0.7	-4	5	-8	0.0	-1.9	0.0	23	-11
Cc1cc(C(=O)OCC(=O)N2CC(C)OC(C)C2)ccc1[N+](=O)[O-] (stereo not given)	0.1	0	0	2	1.9	-0.7	-2.5	2	-2
O=C(O)c1ccc2c(=O)n(-c3ccc(F)cc3)c(=S)[nH]c2c1	1.9	-12	-12	2	1.2	-4.0	-5.2	33	-4
CCCc1nnc(NC(=O)c2ccc([N+](=O)[O-])cc2)s1	0.2	10	-1	-10	-0.9	-0.9	0.2	8	-1
CCOC(=O)CNC(=O)CSc1nnc(-c2ccccc2)n1Cc1ccco1	-0.3	-4	2	-2	-1.0	-0.8	2.2	-84	-11
O=C(N/C(=C\c1cccnc1)C(=O)N1CCCCC1)c1cccc(Br)c1	0.0	-23	-7	-6	0.1	-1.5	-1.8	40	-25
CCOC(=O)CN(C(=O)c1ccccc1)c1ccccc1C	-0.7	-2	-8	-3	-2.3	-2.2	-0.9	-23	-11
CCC(Cc1ccccc1)NC(=O)C1CCN(S(=O)(=O)c2c(C)noc2C)CC1 (stereo not given)	0.6	-6	-9	-1	1.0	-6.0	-0.5	17	-4
Fc1ccc(CNc2nc3ccccc3n3nnnc23)cc1	-0.7	-5	4	1	0.2	-1.4	-2.3	-2	-7
COc1ccccc1CN1CCNC(=O)C1CC(=O)N(C)Cc1nc(C)cs1 (stereo not given)	0.1	-9	-4	-3	-0.7	-1.1	-0.9	46	-24
Nc1nc(Nc2cccc(Cl)c2)nc(NCc2ccco2)c1[N+](=O)[O-]	-1.4	-24	-40	-10	-2.5	-2.6	-1.8	-4	2
CC(NC(=O)/C=C/c1ccco1)c1nc2ccccc2n1Cc1c(Cl)cccc1Cl (stereo not given)	0.2	-3	1	-6	-1.1	0.8	-1.7	3	-24
Cc1nc(SCC(=O)Nc2cccnc2Cl)nc(C)c1C	0.5	-11	9	-2	3.4	-1.7	-1.8	4	-2
O=S(=O)(c1cc(Cl)cc(Cl)c1O)N1CCC2(CC1)OCCO2	0.3	-15	16	2	0.1	-4.6	-3.2	43	-26
Cc1cccc(C)c1NC(=O)C1CCCN1S(=O)(=O)c1ccc2c(c1)n(C)c(=O)c(=O)n2C (stereo not given)	-0.8	-2	0	/	-0.7	-1.8	-1.2	28	-18
Cc1cccc(N2CCN(S(=O)(=O)c3ccc4c(c3)C(C)(C)C(=O)N4C)CC2)c1C	1.6	9	-7	/	-1.5	-1.8	-2.2	25	-35
Cc1cc(C)n(C(C)CNC(=O)c2ccc3c(c2)OCO3)n1 (stereo not given)	0.4	3	6	-4	0.0	-2.5	-2.4	23	-14
CC1Cc2ccccc2N1C(=O)CSc1nc2c(c(=O)n(C)c(=O)n2C)n1Cc1ccccc1 (stereo not given)	0.7	-15	-5	4	-1.1	-0.9	1.2	1	2
c1ccc2c(Cn3nnc4ccccc43)cccc2c1	-0.9	-3	-3	-7	-0.7	-3.6	0.8	-23	-16
Clc1ccc(-c2nnnn2-c2ccc(Cl)cc2)cc1	-1.9	-10	-5	-4	-3.1	-3.0	-2.5	22	-9
O=C(Nc1cc(C(F)(F)F)cc(C(F)(F)F)c1)Nc1cnn(-c2ccc([N+](=O)[O-])cc2)c1C(F)(F)F	1.3	-6	11	-3	0.4	-3.5	-3.2	4	0
O=C(Nc1ccc(Cc2ccc(NC(=O)C3CC3)cc2)cc1)C1CC1	10	-18	-6	-1	1.8	-2.7	-4.6	29	-6
CSc1n[nH]c(/N=C/c2oc(O)c3ccccc23)n1	1.0	-9	1	1	1.6	-2.6	-2.0	28	6
CN(C)c1ccc(/C=N/NC(=O)CCc2nc3ccccc3[nH]2)cc1	-0.1	-11	-5	-4	-0.1	-2.1	0.4	34	-2
CC(=O)Nc1cc(S(=O)(=O)Nc2cccc(C)c2)c(C)cc1C	1.6	2	3	-4	1.1	-1.2	-2.2	28	3
CSc1nnc(Cc2cc(=O)[nH]c(=O)[nH]2)n1-c1cc(C)ccc1C	-0.6	-14	2	3	1.3	-2.1	-4.1	3	-7
O=C(c1cc(S(=O)(=O)N2CCOCC2)c(Cl)cc1Cl)N1CCCCC1	2.4	9	4	-4	1.2	-4.7	-4.1	5	-16
COc1cc(N=Nc2cccc(S(N)(=O)=O)c2)c2ccccc2c1N	2.1	10	-2	-8	1.7	-4.4	-3.0	33	14
Cc1cc(C)nc(N2CCC(C(=O)NCc3cccs3)CC2)n1	1.1	-15	-7	-1	0.2	-0.2	-3.1	15	-6
CC1Cc2cc(S(=O)(=O)N3CCN(c4ccccc4F)CC3)ccc2N1C(=O)C1CC1 (stereo not given)	-0.1	-4	-9	2	-0.1	-2.7	-2.1	29	-45
CC(C)COc1cccc(C(=O)NC(=S)Nc2cccc(NC(=O)c3ccccc3Cl)c2)c1	-0.1	-7	11	6	-0.4	-1.8	0.0	-35	-8
CCCCn1c(C)cc(/C=C(\C#N)C(=O)O)c1C	0.3	7	17	0	-1.1	-2.7	-3.5	-13	-3
CCc1nn(C(C)C(=O)NCCc2ccc(OC)c(OC)c2)c(=O)c2cc3occc3n12 (stereo not given)	-0.1	-7	1	-4	-2.3	-0.6	1.4	-13	-23
COC(=O)c1ccc(NC(=O)CN2CCN(c3cccc(Cl)c3)CC2)cc1	0.4	13	-16	-3	-1.0	1.6	-0.7	-6	-13
CCOC(=O)C1(c2nc(N)cs2)COC(=O)C1 (stereo not given)	0.9	-8	-3	1	1.7	-2.3	-1.2	-26	-7
CCCCOc1ccc(NC(=O)C(=O)NCCCn2ccnc2)cc1	3.1	-8	-8	-6	3.8	-1.6	0.6	2	10
COc1ccccc1NS(=O)(=O)c1ccc(NC(=O)N2CCCCC2)cc1	5.5	2	-3	5	2.0	-0.1	-1.4	48	-30
CC1CC1c1ccc(/C=C(\C#N)C(=O)Nc2ccccc2Cl)o1 (stereo not given)	0.7	-14	2	-5	-0.6	0.6	-6.4	8	-3

Given with values under each structure: part of the list above.
The line under a structure holds: V1R ag counter, GPR7 antag, NS3 helicase inh, GalR3 antagonist, OXTR ag, IMP-1 inhibitor, VIM-2 inhibitor, PHOSPHO1 block, DNA FID counter
CCc1nn(C(C)C(=O)NCCc2ccc(OC)c(OC)c2)c(=O)c2cc3occc3n12 (stereo not given)
  -0.1, -7, 1, -4, -2.3, -0.6, 1.4, -13, -23
CC1Cc2cc(S(=O)(=O)N3CCN(c4ccccc4F)CC3)ccc2N1C(=O)C1CC1 (stereo not given)
  -0.1, -4, -9, 2, -0.1, -2.7, -2.1, 29, -45

Later entries.
SMILES	V1R ag counter	GPR7 antag	NS3 helicase inh	GalR3 antagonist	OXTR ag	IMP-1 inhibitor	VIM-2 inhibitor	PHOSPHO1 block	DNA FID counter
Cc1ccccc1N(C(=O)CNC(=O)c1ccco1)C(C(=O)NC1CCCCC1)c1ccncc1 (stereo not given)	0.1	-3	3	4	-0.3	-0.4	0.2	41	-34
CCCOC(=O)c1ccc(Cl)c(NC(=O)c2cccnc2)c1	-1.2	-8	-2	/	-1.8	0.4	-1.8	20	-13
Cc1ccc(N2C(=O)CS(=O)(=O)CC2=O)cc1	0.5	2	5	-1	0.0	0.1	0.7	25	-5
O=C(COc1ccc(Cl)cc1Cl)N1CCCC1	-0.3	-1	2	-4	-1.9	-2.3	-2.8	-6	-1
Cc1cccc(C(C)Nc2ccc([N+](=O)[O-])cn2)c1 (stereo not given)	0.0	13	7	-3	-2.4	-1.1	-1.8	32	1
O=C(NCCF)[C@H]1C[C@@H]1[C@H](NP(=O)(c1ccccc1)c1ccccc1)c1ccccc1	-0.5	-5	2	0	1.1	-3.1	-3.7	-14	-21
O=C(CSc1nc(N2CCOCC2)nc(N2CCOCC2)n1)Nc1ccccc1F	0.0	-13	2	-2	0.4	-5.5	-2.3	8	-20
CC1CN(Cc2nc3c(c(=O)n(C)c(=O)n3C)n2Cc2ccccc2)CC(C)O1 (stereo not given)	0.1	-6	3	/	-0.6	-4.7	-2.5	-3	-23
COc1ccc(F)cc1C(=O)C1CCCN(C(=O)c2ccc(C(C)=O)s2)C1 (stereo not given)	1.9	6	1	-1	1.3	0.4	-0.3	-5	-31
O=C1/C(=C/c2ccccc2)CCC1C1CCCC1 (stereo not given)	-1.8	-3	5	-1	-2.1	-2.0	-2.0	-5	-9
O=C(NCc1ccccn1)c1ccc(Br)s1	-0.8	-6	0	-2	-0.8	-0.6	-0.5	0	-3
Cc1ncc([N+](=O)[O-])n1CCOC(=O)C12CC3CC(CC(C3)C1)C2	0.2	-8	-9	-4	-1.5	-0.7	0.9	30	-1
CCOc1ccc2nc(NC(=O)c3ccccn3)sc2c1	-0.1	-4	1	-2	1.6	-4.7	-3.7	5	-1
Nn1c(SCC(=O)Nc2nccs2)nnc1C1CC1	0.4	1	9	-3	-0.2	-1.8	-4.2	/	-9
CCOc1ccc(S(=O)(=O)n2cc(-c3ccc(F)cc3)c(N)n2)cc1	-0.9	-8	-10	-8	-1.5	-2.9	-2.3	1	-6
CCOc1ccc(CN2CCN(Cc3cnc(-c4ccccc4)s3)CC2CCO)cc1 (stereo not given)	2.8	-6	-22	0	1.9	-1.6	-1.2	6	5
O=C(OC(C(=O)NCC1CCCO1)c1ccccn1)c1cccs1 (stereo not given)	1.1	-10	0	-6	0.7	-4.2	-2.5	3	-1
O=C(c1ccco1)N1CCCC(Nc2ccc3c(c2)OCCO3)C1 (stereo not given)	1.1	-8	-1	-1	-0.4	-2.2	-1.9	-2	-7
O=C(CCN1CCN(c2ccccc2F)CC1)Nc1cccc(F)c1	0.8	1	-7	-2	1.3	-3.3	-0.1	14	0

Ordered by SMILES length (lowest first): some entries from above
SMILES	V1R ag counter	GPR7 antag	NS3 helicase inh	GalR3 antagonist	OXTR ag	IMP-1 inhibitor	VIM-2 inhibitor	PHOSPHO1 block	DNA FID counter
O=C(NCc1ccccn1)c1ccc(Br)s1	-0.8	-6	0	-2	-0.8	-0.6	-0.5	0	-3
Nn1c(SCC(=O)Nc2nccs2)nnc1C1CC1	0.4	1	9	-3	-0.2	-1.8	-4.2	/	-9
CCOc1ccc2nc(NC(=O)c3ccccn3)sc2c1	-0.1	-4	1	-2	1.6	-4.7	-3.7	5	-1
O=C(OC(C(=O)NCC1CCCO1)c1ccccn1)c1cccs1 (stereo not given)	1.1	-10	0	-6	0.7	-4.2	-2.5	3	-1
O=C(c1ccco1)N1CCCC(Nc2ccc3c(c2)OCCO3)C1 (stereo not given)	1.1	-8	-1	-1	-0.4	-2.2	-1.9	-2	-7
CCOc1ccc(S(=O)(=O)n2cc(-c3ccc(F)cc3)c(N)n2)cc1	-0.9	-8	-10	-8	-1.5	-2.9	-2.3	1	-6
COc1ccc(F)cc1C(=O)C1CCCN(C(=O)c2ccc(C(C)=O)s2)C1 (stereo not given)	1.9	6	1	-1	1.3	0.4	-0.3	-5	-31
Cc1ncc([N+](=O)[O-])n1CCOC(=O)C12CC3CC(CC(C3)C1)C2	0.2	-8	-9	-4	-1.5	-0.7	0.9	30	-1

Screening data (PubChem BioAssay)
